# hERG rescue: hERG rescue from dofetilide block, primary screen, cell-based, CHO-hERG, FluxOR thallium flux, dofetilide IC70; Voltage-gated inwardly rectifying potassium channel KCNH2 (Homo sapiens), Q12809; 310,000 compounds, 0.51% hits; activation (rescue from dofetilide block), less the hit threshold, % at 10 µM; dofetilide IC70 present; AID 1511, 2009;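 active = activation above the mean of controls blocked by dofetilide plus 5 SD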;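 also: thallium influx through hERG after potassium depolarization seen as dye fluorescence rise; in these data hits start at about 4.7%; inactives centre near -7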
# KCNK9 block: KCNK9 potassium channel inhibitors, primary screen, HEK293 cells, thallium flux. Potassium channel subfamily K member 9 (Homo sapiens), Q9NPC2. FluxOR thallium flux fluorescence; stronger effect = lower value. B-score at 10 µM. 310,000 compounds, 1.2% hits. AID 488922, 2010;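 active = ratio B-score over 3 SD below the library mean, with starting fluorescence within 5 SD of its mean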;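 also: negative B-score means less thallium flux so channel inhibition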
# Target sequence (Q9NPC2 whole entry, looked up): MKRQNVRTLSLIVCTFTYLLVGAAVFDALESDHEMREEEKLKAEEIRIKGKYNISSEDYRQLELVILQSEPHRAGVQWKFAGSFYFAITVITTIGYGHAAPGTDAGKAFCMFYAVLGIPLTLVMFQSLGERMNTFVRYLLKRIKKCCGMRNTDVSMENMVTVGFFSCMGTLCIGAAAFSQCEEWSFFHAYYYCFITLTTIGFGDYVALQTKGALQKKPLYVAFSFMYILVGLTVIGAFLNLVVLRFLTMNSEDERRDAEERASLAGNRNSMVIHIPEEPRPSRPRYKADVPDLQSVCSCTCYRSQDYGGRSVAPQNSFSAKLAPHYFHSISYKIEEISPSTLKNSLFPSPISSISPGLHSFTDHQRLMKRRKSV
# KCNQ1 block: inhibitors of human KCNQ1 channel, primary screen, cell-based, thallium flux, high-throughput | Potassium voltage-gated channel subfamily KQT member 1 (Homo sapiens), P51787 | CHO-K1 KCNQ1, FluxOR thallium flux fluorescence; stronger effect = higher value | B-score at 10 µM | 310,000 compounds, 1.3% hits | AID 2642, 2010;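 active = compounds whose thallium flux B-score, printed positive for inhibition, exceeds three library SD while starting fluorescence stays within three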;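 also: channel opened by potassium depolarization with thallium stimulus after 20 min compound exposure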
# Target sequence (P51787 whole entry, looked up): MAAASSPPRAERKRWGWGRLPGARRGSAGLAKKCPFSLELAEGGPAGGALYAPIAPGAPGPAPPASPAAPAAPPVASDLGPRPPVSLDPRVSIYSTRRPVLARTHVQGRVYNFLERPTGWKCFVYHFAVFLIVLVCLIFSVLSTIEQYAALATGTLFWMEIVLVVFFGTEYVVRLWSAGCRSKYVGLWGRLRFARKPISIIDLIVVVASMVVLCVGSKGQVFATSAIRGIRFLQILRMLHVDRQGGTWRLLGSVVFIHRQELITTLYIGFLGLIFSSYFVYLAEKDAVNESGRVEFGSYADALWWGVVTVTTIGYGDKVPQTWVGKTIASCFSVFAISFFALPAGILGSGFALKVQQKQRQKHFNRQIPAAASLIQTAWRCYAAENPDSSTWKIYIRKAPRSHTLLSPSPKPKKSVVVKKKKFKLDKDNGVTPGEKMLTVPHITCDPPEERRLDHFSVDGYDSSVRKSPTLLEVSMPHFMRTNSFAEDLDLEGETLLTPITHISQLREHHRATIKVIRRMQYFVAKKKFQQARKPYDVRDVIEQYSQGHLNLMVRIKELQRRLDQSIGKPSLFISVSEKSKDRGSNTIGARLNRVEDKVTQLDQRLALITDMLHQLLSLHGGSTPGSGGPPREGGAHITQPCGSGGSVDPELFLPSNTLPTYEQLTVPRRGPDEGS
# TRPC4 act: activators of mouse TRPC4 channel, primary screen, Fluo4 calcium, HEK293 TRPC4beta/mu-opioid cells; B-score at 10 µM; Fluo4 calcium fluorescence; stronger effect = higher value; 310,000 compounds, 0.49% hits;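 active = B-score above 5 SD of library B-scores, and initial fluorescence ratio not above library mean plus 5 SD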;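 also: positive B-score marks a calcium rise read as TRPC4 activation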
#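 System: HEK293 cells stably co-expressing mouse TRPC4beta and mu-opioid receptor; Schedule: Fluo4 dye loading 45 min at room temperature, 110 s recording; Detection: Fluo4 fluorescence, kinetic; Evaluation: B-scored integrated calcium fluorescence ratio; Controls: buffer (low) and maximal DAMGO (high).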
# TRPC4 inh: inhibitors of mouse TRPC4 channel, primary screen, Fluo4 calcium, HEK293 TRPC4beta/mu-opioid cells; B-score at 10 µM; 300,000 compounds, 0.39% hits; AID 2247, 2010; DAMGO-evoked Fluo4 calcium flux; stronger effect = lower value;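 active = B-score over 3 SD under the library average, no early fluorescence shift, positive overall ratio signal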
#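 Assay system: Stable TRPC4beta/mu-opioid receptor HEK293 cells | Reagent: DAMGO in two steps, submaximal then maximal | Compound dosing: Single concentration per test compound | Signal: Fluo4 Ca2+ flux fluorescence | Evaluation: Per-well B score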
# KCNQ1 act: potentiators or activators of KCNQ1 channel, primary screen, cell-based, thallium flux, high-throughput; Potassium voltage-gated channel subfamily KQT member 1 (Homo sapiens), P51787; 310,000 compounds, 0.35% hits; CHO-K1 KCNQ1, thallium flux FluxOR fluorescence; stronger effect = higher value; B-score at 10 µM;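 active = fluorescence ratio B-score, a plate-corrected score, at least three library SD, with initial intensity B-score within 5 SD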
#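 Assay system: CHO-K1 cells stably expressing KCNQ1. Medium: assay buffer for compound exposure, DMSO matched across wells. Timing: 37 °C overnight plating, 90-min dark dye load, 20-min compound pretreatment. Signal: kinetic FluxOR fluorescence, 10 s baseline plus 110 s post-stimulus.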
# Dyrk1A ADPGlo: rat Dyrk1A kinase inhibitors, primary screen, biochemical, single point, plate reader; ADP-Glo luminescence, NFATc1 peptide; 310,000 compounds, 0.43% hits; Dual specificity tyrosine-phosphorylation-regulated kinase 1A (Rattus norvegicus), Q63470; AID 504441, 2011; inhibition, % at 12.5 µM; in the data active = inhibition above about 50%;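 also: plate controls were vehicle with enzyme for no effect and no enzyme for full effect; many of its hits are not listed in these tables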
# Platelet DG rel: inhibitors of platelet dense granule secretion, primary screen, cell-based, MLPCN, human platelets; human platelet-rich plasma, SFLLRN dense granule ATP release, luminescence; inhibition, %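 (compounds screened at 7.5 µM in platelet-rich plasma)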; 300,000 compounds, 0.22% hits;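 active = mean replicate score, as percent of positive control, at or above 50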
# TRPC4 PAM: positive allosteric modulators of TRPC4, primary screen, cell-based, mouse TRPC4beta, HEK293 mu-opioid, Fluo-4 calcium; B-score at 10 µM; 310,000 compounds, 0.42% hits; DAMGO EC20, Fluo-4 Ca2+ flux; stronger effect = higher value; AID 2227, 2009; Short transient receptor potential channel 4 (Mus musculus), Q9QUQ5;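 active = B-score of calcium response area above 5 SD of library B-scores, with initial fluorescence ratio within 5 SD of library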;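 also: B-score of integrated fluorescence ratio over time as area under calcium response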
# KCNK3 block: human KCNK3 channel inhibitors, primary screen, CHO cells, FluxOR thallium flux, B-score. FluxOR fluorescence; stronger effect = lower value. B-score at 10 µM. 340,000 compounds, 0.84% hits. AID 602410, 2012;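 active = B-score under library mean minus 4 SD, starting fluorescence ratio at most library mean plus 5 SD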;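 also: more negative B-score means stronger inhibition of thallium flux through KCNK3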
# PolyA inh: polyadenylation inhibitors in yeast reporter cells, primary screen, luminescence, S. cerevisiae | S. cerevisiae SKY197-pL101 polyadenylation reporter, beta-gal luminescence; efflux-impaired pdr1/pdr3 knockout yeast; score 100 = 6 SD above DMSO | calls only at 12 µM | 300,000 compounds, 0.02% hits;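 active = lowest replicate activity score at least 50, where 100 means six control SD above control mean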;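 also: yeast exposed to compound for 9 h at 30 °C; higher score means more reporter readthrough which indicates perturbed polyadenylation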
# * hit, by the source's call; i = inactive; / = not tested or not shown. Some of the compounds tested, so the mix of outcomes need not match the whole.
SMILES,hERG rescue,KCNK9 block,KCNQ1 block,TRPC4 act,TRPC4 inh,KCNQ1 act,Dyrk1A ADPGlo,Platelet DG rel,TRPC4 PAM,KCNK3 block,PolyA inh
Cn1c(CC(=O)Nc2ccccc2C(F)(F)F)c(Sc2ccccc2)c2ccccc21,-12,i,i,i,i,i,3,5,i,i,i
c1ccc(CNc2nc(NCc3ccccc3)c3ccccc3n2)cc1,-16,i,i,i,i,i,-3,-1,i,i,i
CCn1c(=O)c2cc(S(=O)(=O)NC3CCCCC3)ccc2n(CC)c1=O,-5,i,i,i,i,i,-5,-5,i,i,i
COc1cc(C(=O)N/C(=C\c2cn(S(=O)(=O)N(C)C)c3ccccc23)C(=O)NCCCO)cc(OC)c1OC,-16,i,i,i,i,i,4,2,i,i,i
Cc1cc(-c2nnc(CCC(=O)N(CC3CCC3)CC3CCCO3)o2)no1 (configuration not stated),-17,i,i,i,i,i,-1,-8,i,i,i
CCOCCCNC(=O)C(NC(=O)c1ccc(NC(C)=O)cc1)c1ccc(OC)cc1 (configuration not stated),-6,i,i,i,i,i,-6,8,i,i,i
NS(=O)(=O)c1ccc(NC(=O)COC(=O)CCc2ccccc2)cc1,-16,i,i,i,i,i,6,7,i,i,i
COc1cc(OC)cc(C(=O)NCC2CCCN(Cc3ccc(SC)cc3)C2)c1 (configuration not stated),-3,i,i,i,i,i,/,-4,i,i,i
CCOC(=O)CCSc1nc(C)c2ccccc2n1,-5,i,i,i,i,i,1,-2,i,i,i
Cc1c[nH]c2cccc(OCC(O)CNC(C)(C)C)c12 (configuration not stated),-3,i,i,i,i,i,3,1,i,i,i
CCC(C)(C)n1nnnc1C(c1cc2ccc(OC)cc2[nH]c1=O)N1CCc2ccccc2C1 (configuration not stated),-16,i,i,i,i,i,6,10,i,i,i
Cc1ccc(S(=O)(=O)n2nc(OC(=O)C(C)(C)C)cc2N)cc1,-5,i,i,i,i,i,-3,-8,i,i,i
COc1cc(C(=O)Nc2oc(-c3ccccc3)c(-c3ccccc3)c2C#N)cc(OC)c1OC,-13,-6.7*,i,i,i,i,-1,8,i,-10*,i
COc1ccccc1N1CN(CCc2ccccc2)CNC1=S,-13,i,i,i,i,i,11,-15,i,i,i
Cc1cccc(CSc2nnnn2-c2ccccc2)c1,-3,i,i,i,i,i,-12,-3,i,i,i
COc1ccccc1-n1cnnc1SCC(=O)c1c[nH]c2ccccc12,-5,i,i,i,i,i,1,-2,i,i,i
N#C/C(=C\c1ccc(N2CCOCC2)o1)C(=O)NCCc1ccccc1,-15,i,i,i,i,i,-4,-3,i,i,i
C#CCOc1ccc2c(C)cc(=O)oc2c1,-4,i,i,i,i,i,4,-2,i,i,i
O=C(NCc1ccco1)C1(S(=O)(=O)c2ccc(Cl)cc2)CC1,-9,i,i,i,i,i,2,3,i,i,i
O=C(CNc1cccc(Cl)c1)c1ccc(Cl)cc1,-11,i,i,i,i,i,1,-13,i,i,i
COc1cc2c(cc1OC)CN(C(=O)CCCOc1ccc(Cl)cc1Cl)CC2,-19,i,i,i,i,i,5,8,i,i,i
Cc1cc(C(=O)N/N=C/c2ccc(-c3ccc(C)c(Cl)c3)o2)n[nH]1,-9,i,i,i,i,i,/,-7,i,i,i
COc1ccc(-c2c(C)c3cc(O)ccc3oc2=O)cc1,-4,i,i,i,i,i,-4,9,i,i,i
Nc1nc(-c2cccnc2)nc(N2CCCCC2)n1,-10,i,i,i,i,i,0,-7,i,i,i
CC(C)(C)Nc1nc(-c2ccc3c(c2)CCN3C(=O)C2CC2)cs1,-8,i,i,i,i,i,-1,0,i,i,i

# Some values from above.
# Reading of `O=C(NCc1ccco1)C1(S(=O)(=O)c2ccc(Cl)cc2)CC1` in hERG rescue: -9
# Reading of `N#C/C(=C\c1ccc(N2CCOCC2)o1)C(=O)NCCc1ccccc1` in hERG rescue: -15
# Reading of `CCn1c(=O)c2cc(S(=O)(=O)NC3CCCCC3)ccc2n(CC)c1=O` in Platelet DG rel: -5
# Reading of `Cn1c(CC(=O)Nc2ccccc2C(F)(F)F)c(Sc2ccccc2)c2ccccc21` in Dyrk1A ADPGlo: 3
# Reading of `COc1ccc(-c2c(C)c3cc(O)ccc3oc2=O)cc1` in Dyrk1A ADPGlo: -4

# The results go on:
SMILES,hERG rescue,KCNK9 block,KCNQ1 block,TRPC4 act,TRPC4 inh,KCNQ1 act,Dyrk1A ADPGlo,Platelet DG rel,TRPC4 PAM,KCNK3 block,PolyA inh
CCN(CC)C(=O)C1CCCN(c2ccccc2[N+](=O)[O-])C1 (configuration not stated),-8,i,i,i,i,i,0,-1,i,i,i
O=S(=O)(c1ccc(NC(=S)NCCc2ccccc2)cc1)N1CCOCC1,-14,i,i,i,i,i,-4,2,i,i,i
COc1ccc(CNC(=O)[C@H](C)NC(=O)C2CCN(C(=O)[C@H](CCSC)NC(=O)OC(C)(C)C)CC2)cc1,-6,i,i,i,i,i,-4,0,i,i,i
CCCNC(=O)c1ccc(S(N)(=O)=O)cc1,0,i,i,i,i,i,-4,-1,i,i,i
CCCS(=O)(=O)N1CCC(C(=O)NCCc2ccc(C)cc2)CC1,-8,i,i,i,i,i,-3,1,i,i,i
COc1ccc(Br)cc1S(=O)(=O)N1CCN=C1C,-9,i,i,i,i,i,-3,-6,i,i,i
O=C(Cn1cc2c(n1)CCCC2)NC1CCN(Cc2ccccc2)CC1,-6,i,i,i,i,i,13,5,i,i,i
O=C(CN(CC1CCCO1)C(=O)Cn1nnc(-c2ccc(F)cc2)n1)NC1CCCCC1 (configuration not stated),-10,i,i,i,i,i,3,-2,i,i,i
Cc1ccc(C(=O)N(CC(=O)Nc2ccc(Cl)c(Cl)c2)Cc2ccco2)cc1,-2,i,i,i,i,i,-3,-11,i,i,i
CS(=O)(=O)N(CC(=O)N/N=C/c1cccc2c1OCCO2)c1ccccc1Br,-14,i,i,i,i,i,41,15,i,i,i
CCOc1ccc(N2CC(C(=O)N/N=C/c3sccc3C)CC2=O)cc1 (configuration not stated),-1,i,i,i,i,i,1,1,i,i,i
CCOC(=O)CSc1nnc2cc(C)c3ccccc3n12,-11,i,i,i,i,i,4,0,i,i,i
N/C(=N\OC(=O)COc1ccccc1)c1ccc(Cl)cc1,-7,i,i,i,i,i,-1,9,i,i,i
CN(CCCC1CCCC1)C(=O)c1cc(COc2ccc(F)cc2F)on1,-13,i,i,i,i,i,-1,3,i,i,i
CCn1cc(C(=O)NCCCN2CCC(C)CC2)c2cc(OC)c(OC)cc2c1=O,-12,i,i,i,i,i,-2,-13,i,i,i
O=C1c2cccc3cccc(c23)C(=O)N1CCN1CCN(CC(O)COCc2ccc(Cl)cc2)CC1 (configuration not stated),-25,i,i,i,i,i,8,24,i,i,i
CCOc1ccccc1NC(=O)c1cnc2n(c1=O)CCS2,0,i,i,i,i,i,2,6,i,i,i
CCC(=O)N1CCc2cc(Br)cc(S(=O)(=O)N3CCCC(C(=O)O)C3)c21 (configuration not stated),-2,i,i,i,i,i,0,-4,i,i,i
O=C(/C=C/c1ccco1)Nc1ccc(Cl)c(S(=O)(=O)N2CCOCC2)c1,-5,i,i,i,i,i,13,15,i,i,i
Cc1nc(N2N=C3/C(=C/c4ccc(F)cc4)CCCC3C2c2ccc(F)cc2)sc1C(=O)N(C)C (configuration not stated),-9,i,i,i,i,i,-8,9,i,i,i
CC(C)C1OC2(C)OC(=N)C1(C#N)C(C#N)(C#N)C2c1ccccc1 (configuration not stated),-9,i,i,i,i,i,-1,-6,i,i,i
CCSc1nc(O)c(Cc2ccccc2)c(=O)[nH]1,-10,i,i,i,i,i,0,1,i,i,/
S=C(NCc1ccccc1)NNc1nc2ccccc2[nH]1,-11,i,i,i,i,i,2,3,i,i,i
Cc1ccc(S(=O)(=O)N/N=C\c2cccnc2)cc1,0,i,i,i,i,i,3,-10,i,i,i
Cc1ccc(C)c(N2CCN(C(=O)c3ccc(N4CCOCC4)c([N+](=O)[O-])c3)CC2)c1,-1,i,i,i,i,i,2,-12,i,i,i
O=C1CCc2cc(S(=O)(=O)NCc3ccc(F)cc3)cc3c2N1CCC3,-19,i,i,i,i,i,11,-22,i,i,i
O=C(c1ccc(-n2cnnn2)cc1)N1CCCCC1,-2,i,i,i,i,i,-1,0,i,i,i
COc1ccccc1NC(=O)Cn1c(=O)sc2ccccc21,-4,i,i,i,i,i,1,-33,i,i,i

# Looked up one by one from above (two):
SMILES,hERG rescue,KCNK9 block,KCNQ1 block,TRPC4 act,TRPC4 inh,KCNQ1 act,Dyrk1A ADPGlo,Platelet DG rel,TRPC4 PAM,KCNK3 block,PolyA inh
S=C(NCc1ccccc1)NNc1nc2ccccc2[nH]1,-11,i,i,i,i,i,2,3,i,i,i
COc1cc(C(=O)N/C(=C\c2cn(S(=O)(=O)N(C)C)c3ccccc23)C(=O)NCCCO)cc(OC)c1OC,-16,i,i,i,i,i,4,2,i,i,i

# Screening results as filed in PubChem.
